Sm TGR inh = qHTS Assay for the Inhibitors of Schistosoma Mansoni Peroxiredoxins; purified TGR, DTNB reduction, TNB absorbance 405 nm; Schistosoma mansoni thioredoxin glutathione reductase (TGR), Q962Y6; hit rate 3% among 360,000; Potency, µM (titrated, usually from 114 µM), inactives show top-dose activity change, negative = inhibition, actives largely listed as inhibitors; AID 485364, 2010; also: potency is read from the fitted curve at half-maximal effect; nearly all actives have a fitted effect of over 60% in size
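Kinetic colorimetric format: TGR-catalysed, NADPH-driven DTNB reduction monitored via TNB absorbance. Enzyme dispensed at 20 nM; compound exposure 15 min at room temperature before reaction start.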
AmpC detergent = qHTS Inhibitors of AmpC Beta-Lactamase (assay with detergent); P00811; AmpC hydrolysis of nitrocefin, absorbance 480 nm, 0.01% Triton; Potency, µM (titrated, usually from 114 µM), for inactives: at the highest dose activity change, negative = inhibition, actives largely listed as inhibitors; hit rate 0.041% among 370,000; AID 485294, 2010;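 also: potency is read from the fitted curve at half-maximal effect; 0% = no-compound wells and -100% = no-enzyme wells; nearly all actives have a fitted effect of over 25% in size; some results filed as inactive show a strong effect at the top dose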
Target sequence (P00811 whole entry, looked up): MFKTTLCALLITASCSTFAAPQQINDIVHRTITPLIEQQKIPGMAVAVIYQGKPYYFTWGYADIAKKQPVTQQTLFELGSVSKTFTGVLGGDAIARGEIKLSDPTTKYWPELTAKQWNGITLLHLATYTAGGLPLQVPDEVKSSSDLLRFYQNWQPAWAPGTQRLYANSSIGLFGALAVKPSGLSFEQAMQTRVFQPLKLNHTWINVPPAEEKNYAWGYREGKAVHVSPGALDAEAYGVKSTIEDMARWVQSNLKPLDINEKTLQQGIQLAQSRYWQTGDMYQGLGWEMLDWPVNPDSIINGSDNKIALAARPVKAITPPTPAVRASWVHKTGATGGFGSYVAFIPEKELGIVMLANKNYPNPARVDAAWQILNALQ
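20 mM phosphate pH 7.0 + 0.01% (detergent screen) or 0.0001% Triton X-100; 5.3 nM AmpC reagent; cpd preinc 15 min RT; nitrocefin (800 uM stock) to start; A480 q20 s × 4 min; Activity was normalised to no-enzyme and no-compound control wells.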
Tb PYK inh = qHTS of Trypanosoma Brucei Inhibitors; TbPYK enzyme, Kinase-Glo Plus ATP luminescence, 45 min; Potency, µM (doses to about 76.8 µM), for the others: top-dose activity, negative = inhibition, most hits filed as inhibitors; AID 624173, 2012; hit rate 0.12% among 410,000; also: potency is read from the fitted curve at half-maximal effect; nearly all actives have a fitted effect of over 50% in size
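ADP (130 uM final) triggers the TbPYK reaction after compound addition; incubation is 45 min at room temperature. Kinase-Glo Plus is then added and luminescence imaged. Normalized data are fitted to concentration-effect curves.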
LmPK inh = qHTS Assay for Inhibitors of Leishmania Mexicana Pyruvate Kinase (LmPK). purified LmPK, Kinase-Glo ATP luminescence, 1 h. Potency, µM (titrated, usually from 57.5 µM), for the others: top-dose activity change, negative = inhibition, usual class: inhibitors. hit rate 0.37% among 290,000. AID 1721, 2009; also: potency is read from the fitted curve at half-maximal effect
Target sequence (Q27686 whole entry, looked up): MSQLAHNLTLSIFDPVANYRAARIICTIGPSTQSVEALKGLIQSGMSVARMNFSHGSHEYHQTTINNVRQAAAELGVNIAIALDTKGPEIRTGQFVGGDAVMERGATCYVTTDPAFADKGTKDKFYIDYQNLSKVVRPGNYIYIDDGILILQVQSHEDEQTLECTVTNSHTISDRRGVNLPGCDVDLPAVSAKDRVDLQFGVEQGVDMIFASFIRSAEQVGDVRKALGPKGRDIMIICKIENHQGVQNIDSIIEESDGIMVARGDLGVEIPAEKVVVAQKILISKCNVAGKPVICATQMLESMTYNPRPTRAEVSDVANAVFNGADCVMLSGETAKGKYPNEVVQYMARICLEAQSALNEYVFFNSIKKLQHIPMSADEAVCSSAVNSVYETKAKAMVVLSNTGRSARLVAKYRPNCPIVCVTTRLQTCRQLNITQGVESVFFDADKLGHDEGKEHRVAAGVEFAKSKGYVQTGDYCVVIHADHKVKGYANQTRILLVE
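In 50 mM imidazole pH 7.2 with 7 mM MgCl2, LmPK (0.1 nM) turned over PEP (0.5 mM) and ADP (0.1 mM) for 1 h at room temperature. Luciferase read-out of ATP.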
HCMV antiviral = qHTS Assay for inhibitors of the human cytomegalovirus (HCMV). HFF cells, HCMV-luciferase reporter, 72 h; stronger effect = lower value. activity change, negative = inhibition, % at 57.5 µM. hit rate 4.5% among 410,000. AID 1259415, 2018; in the data active = activity change below about -60%; inconclusive = no clear call, values can overlap the other calls; inactive = above about -39%
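HFF cells seeded 16 h at 37C, treated with compounds, infected with luciferase-reporter HCMV at MOI 1 PFU/cell; luciferase read at 72 h post infection, normalized to buffer-only and Salinomycin controls.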
AmpC inh no detg = qHTS Inhibitors of AmpC Beta-Lactamase (assay without detergent). hit rate 0.52% among 330,000. AID 485341, 2010. AmpC nitrocefin hydrolysis, absorbance 480 nm, 0.0001% Triton. Potency, µM (series often up to 57.1 µM), inactives show at the top dose activity change, negative = inhibition, most hits filed as inhibitors;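 also: potency is read from the fitted curve at half-maximal effect; plate controls were no compound for no effect and no enzyme for full effect; nearly all actives have a fitted effect of over 20% in size; some results filed as inactive show a strong effect at the top dose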
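AmpC (5.3 nM in the dispensed reagent) in 20 mM phosphate pH 7.0 with 0.01% (detergent screen) or 0.0001% Triton X-100 was preincubated with compounds for 15 min at room temperature. Nitrocefin was then added from an 800 uM solution, and hydrolysis was followed at 480 nm.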
AMA1-RON2 inh = qHTS for Inhibitors of AMA1-RON; Towards Development of Antimalarial Drug Lead: Primary Screen | Plasmodium falciparum AMA1 (3D7) - RON2 peptide interaction | AlphaScreen AMA1-biotinylated RON2 peptide binding | Potency, µM (highest dose often 58.2 µM), without a hit: at the highest dose activity change, negative = inhibition, usual class: inhibitors | hit rate 0.2% among 360,000;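 also: potency is read from the fitted curve at half-maximal effect; 0% = vehicle wells and -100% = peptide control; nearly all actives have a fitted effect of over 45% in size; some results filed as inactive show a strong effect at the top dose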
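AMA1 (3D7) with his tag at 25 nM final met compounds first, then biotinylated RON2 peptide at 25 nM; detection used donor plus acceptor beads, 10 µg/mL apiece, read by AlphaScreen after 30 min at room temperature.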
Active calls of the source: *; ? = inconclusive; · = no result given; [ ] = dose if it differs, or a comment. Unless noted, calls follow the shape of the dose curve; as a rule, active = well fitted curve in the direction sought with a large enough effect; inconclusive = small, poorly fitted or top-dose-only effect, or another doubt; inactive = no such curve, though single readings can be large; an effect the other way counts as inactive or inconclusive. Unless noted, % is scaled to controls: 0 for no effect and ±100 for the full control effect. The order is random; 7.4% or so of the library scored in one or more.

#1 CCC(=O)N(Cc1c(C)nn(-c2ccccc2)c1Cl)c1ccc(Cl)cc1
#2 O=C(CCc1nnc2ccc(NCc3ccco3)nn12)N1CCCCC1
#3 COc1ccc(Br)cc1C1CC(=O)C(C)C(c2cc(Br)ccc2OC)N1 (stereo not given)
#4 CCn1c(=O)cc(SCC(=O)N2CCN(C3CCCCC3)CC2)c2ccccc21
#5 O=S(=O)(c1ccc(Br)cc1)N1CCN(c2cc(-c3ccccc3)nc3ncnn23)CC1
#6 N#Cc1ccc(-c2cccnc2)nc1SCC(=O)c1ccccc1
#7 CCc1cc(=O)oc2c3c(cc(OCC(=O)NC4CC4)c12)OC(C)(C)CC3
#8 CNC(=S)N(CCc1c(C)[nH]c2ccc(C)cc12)Cc1ccco1

entry no.,1,2,3,4,5,6,7,8
Sm TGR inh,4%,-28%,-10%,2%,13%,0%,5%,-19%
AmpC detergent,?,-9%,1%,-5%,10%,-9%,-7%,-10%
Tb PYK inh,7%,1%,-7%,-1%,3%,4%,-5%,-10%
LmPK inh,6%,-9%,1%,7%,1%,1%,-1%,1%
HCMV antiviral,?,9,-25,168,?,28,-10,40
AmpC inh no detg,161%[activator],2%,2%,84%[activator],-44%,34%,42%,-31%
AMA1-RON2 inh,-22%,-20%,-9%,0%,5%,8%,8%,-13%

A few values from above.
For LmPK inh, compound 4 has the entry 7%
For AMA1-RON2 inh, compound 8 has the entry -13%
For AMA1-RON2 inh, compound 6 has the entry 8%
For AmpC inh no detg, compound 3 has the entry 2%

(further entries)
#9 CCOc1ccc(-c2c(C(=O)N/N=C/c3ccc(OC(C)C)cc3)nnn2-c2nonc2N)cc1
#10 NC(=O)CSCc1ccc(Br)cc1
#11 COc1ccc(-c2cc(C(=O)NCc3ccc(F)cc3)[nH]n2)c(C)c1
#12 Cc1cc(S(=O)(=O)Nc2ccc(C(=O)NCC3(N4CCCCC4)CCCCC3)cc2)ccc1F
#13 O=C(CSc1nnnn1-c1ccc2c(c1)CCC2)Nc1ccc2c(c1)OCCO2
#14 N/C(=N\c1nc2c(c(=O)[nH]1)CCC2)Nc1cccc2ccccc12
#15 C[C@@H]1COc2cccc(N3CCN(Cc4ccccc4F)CC3)c2S(=O)(=O)N1
#16 Cc1sc2c(c1C)C(O)=C(C(=O)Nc1ccccc1)S(=O)(=O)N2C

entry no.,9,10,11,12,13,14,15,16
Sm TGR inh,3%,7%,·,1%,-6%,13%,·,3.5µM*
AmpC detergent,6%,-1%,·,-20%,?,-9%,·,-6%
Tb PYK inh,1%,0%,3%,-3%,2%,3%,-12%,-9%
LmPK inh,1%,-7%,·,·,7%,2%,·,3%
HCMV antiviral,10,7,1,-5,-29,-37,1,48
AmpC inh no detg,-31%,-23%,·,20%,-29%,-22%,·,-30%
AMA1-RON2 inh,2%,-6%,-2%,6%,-4%,-5%,32%[activator],-17%

#17 CCCCOCCCN1CC(=O)N2[C@@H](Cc3c([nH]c4ccccc34)C2(C)C)C1=O
#18 O=C(NCc1ccccc1)C12CN(Cc3ccccc3)CC1C(c1ccc([N+](=O)[O-])cc1)=NO2 (stereo not given)
#19 Cc1c(C(=O)N2CCN(S(=O)(=O)c3cc(F)ccc3F)CC2)oc2ccccc12
#20 COc1ccc(S(=O)(=O)NNC(=O)c2ccccc2-n2cccc2)cc1
#21 CCN(CC)CCN(C(=O)c1cc(Cl)sc1Cl)c1nc2cc3c(cc2s1)OCO3
#22 Cc1cc(C(=O)Nc2ccccc2N2CCOCC2)ccc1[N+](=O)[O-]
#23 COc1ccc(-c2oc3ncn4nc(COc5c(C)cccc5C)nc4c3c2-c2ccc(OC)cc2)cc1
#24 CCCCCCNC(=O)O[C@H]1CN(C(=O)OC(C)C)N(C(=O)OC(C)C)[C@@H]2CN(S(=O)(=O)c3ccc(C)cc3)C[C@]12O

entry no.,17,18,19,20,21,22,23,24
Sm TGR inh,0%,6%,-5%,4%,6%,-4%,7%,·
AmpC detergent,-7%,3%,2%,2%,6%,?,11%,·
Tb PYK inh,1%,-1%,-2%,4%,1%,5%,11%,-9%
LmPK inh,3%,-4%,·,-1%,4%,2%,·,·
HCMV antiviral,9,13,-24,18,53,20,13,-12
AmpC inh no detg,118%[activator],-21%,-18%,-18%,3%,-14%,·,·
AMA1-RON2 inh,2%,-19%,0%,0%,-11%,-19%,·,-3%

Five entries from above, set out differently:
| # | smiles | Sm TGR inh | AmpC detergent | Tb PYK inh | LmPK inh | HCMV antiviral | AmpC inh no detg | AMA1-RON2 inh |
| --- | --- | --- | --- | --- | --- | --- | --- | --- |
| 18 | O=C(NCc1ccccc1)C12CN(Cc3ccccc3)CC1C(c1ccc([N+](=O)[O-])cc1)=NO2 (stereo not given) | 6% | 3% | -1% | -4% | 13 | -21% | -19% |
| 21 | CCN(CC)CCN(C(=O)c1cc(Cl)sc1Cl)c1nc2cc3c(cc2s1)OCO3 | 6% | 6% | 1% | 4% | 53 | 3% | -11% |
| 19 | Cc1c(C(=O)N2CCN(S(=O)(=O)c3cc(F)ccc3F)CC2)oc2ccccc12 | -5% | 2% | -2% | · | -24 | -18% | 0% |
| 22 | Cc1cc(C(=O)Nc2ccccc2N2CCOCC2)ccc1[N+](=O)[O-] | -4% | ? | 5% | 2% | 20 | -14% | -19% |
| 20 | COc1ccc(S(=O)(=O)NNC(=O)c2ccccc2-n2cccc2)cc1 | 4% | 2% | 4% | -1% | 18 | -18% | 0% |

More structures follow:
#25 Cc1nn(C(C)(C)C)c(NC(=O)c2ccccc2)c1C#N
#26 CCc1ccc(S(=O)(=O)ON2C(=O)c3ccccc3C2=O)cc1
#27 Cc1nn(C)c(C)c1CN(Cc1nc(-c2cc(F)ccc2F)oc1C)C1CC1
#28 CCC(CC)NC(=O)CC(c1ccccc1)c1ccccc1
#29 COc1cccc(NC(=O)CN(Cc2ccccc2)S(=O)(=O)c2ccc3nc(C)sc3c2)c1
#30 CC(C)(C)[C@H]1CCC(=O)N([C@H](CSc2ccccc2)Cc2ccccc2)CC1
#31 Cc1cc(C)c(NC(=O)CNC(=O)c2ccc3ncsc3c2)c(C)c1
#32 Cc1ccccc1NC(=O)NC1(C(=O)N2CCC(O)CC2)CCCCC1

entry no.,25,26,27,28,29,30,31,32
Sm TGR inh,-4%,1.4µM*,-10%,13%,25%,-5%,·,-4%
AmpC detergent,5%,35µM*,-3%,-1%,14%,-12%,·,-6%
Tb PYK inh,-12%,?,-2%,2%,-6%,4%,-20%,0%
LmPK inh,-1%,-8%,6%,2%,·,1%,·,-3%
HCMV antiviral,?,?,-35,?,-13,-18,0,5
AmpC inh no detg,-11%,-5%[2.29 µM],183%[activator],3%,·,-28%,22%,-1%
AMA1-RON2 inh,3%,0%,-13%,-12%,·,-4%,-6%,-14%

By substructure, the entries above containing bromine.
#3 COc1ccc(Br)cc1C1CC(=O)C(C)C(c2cc(Br)ccc2OC)N1 (stereo not given)
#5 O=S(=O)(c1ccc(Br)cc1)N1CCN(c2cc(-c3ccccc3)nc3ncnn23)CC1
#10 NC(=O)CSCc1ccc(Br)cc1

entry no.,3,5,10
Sm TGR inh,-10%,13%,7%
AmpC detergent,1%,10%,-1%
Tb PYK inh,-7%,3%,0%
LmPK inh,1%,1%,-7%
HCMV antiviral,-25,?,7
AmpC inh no detg,2%,-44%,-23%
AMA1-RON2 inh,-9%,5%,-6%

(list continues)
#33 Cc1ccc(S(=O)(=O)N(C)C)cc1NC(=S)Nc1cccc2ccccc12
#34 COc1ccc(-c2nc3c(c(SCC(=O)N4CCCC4)n2)COC(C)(C)C3)cc1
#35 CCN=c1scc(C)n1/N=C/c1ccsc1
#36 O=C(CCOc1ccccc1)Nc1ccnn1C1CCN(CCc2ccccc2)CC1
#37 COC(=O)c1c(O)c2c([nH]c1=O)CCCC2
#38 CC(C)CCOC(=O)/C(=C/c1ccco1)NC(=O)/C=C/c1ccccc1
#39 Cc1ccc(N=C2NC(=O)C(CC(=O)O)S2)cc1 (stereo not given)
#40 CC(C)c1ccc(C(=O)OC2CCOC2=O)cc1 (stereo not given)

entry no.,33,34,35,36,37,38,39,40
Sm TGR inh,16µM*,·,0%,-2%,-5%,-35%,0%,-3%
AmpC detergent,-2%,·,-11%,-13%,-4%,-1%,-5%,7%
Tb PYK inh,-5%,-1%,-10%,5%,1%,·,3%,-3%
LmPK inh,7%,·,-2%,-9%,3%,5%,-5%,1%
HCMV antiviral,-10,14,139,-33,-12,-30,29,-20
AmpC inh no detg,-34%,·,24%,41%,-4%,-53%,-6%,-13%
AMA1-RON2 inh,57%[activator],-9%,-17%,18%,0%,17%,-16%,-1%

#41 CN(C)C(=O)c1ccc(NC(=O)COC(=O)Cn2cc(C(F)(F)F)ccc2=O)cc1
#42 COc1ccccc1-n1cnnc1SC(C)C(=O)NCC1CCCO1 (stereo not given)
#43 CCOC(=O)CSc1nc2sc3c(c2c(=O)n1-c1ccccc1)CCC(C(C)(C)C)C3 (stereo not given)
#44 COc1ccc(C(=O)OC(C)C(=O)Nc2cc(C(F)(F)F)ccc2Cl)c(OC)c1OC (stereo not given)
#45 Cc1ccc(-n2ncc(C(=O)N3CCN(c4cccc(C)c4C)CC3)c2C2CCNCC2)c(C)c1
#46 CCOC(=O)c1cc2c(=O)n3ccccc3nc2n(CC2CCCO2)c1=NC(=O)c1ccccc1Br (stereo not given)
#47 Cc1cccc(NC(=O)[C@H](NC(=O)[C@@H]2Cc3ccccc3CN2)c2ccccc2)c1
#48 c1ccc(Nc2ncnc3c2oc2ccccc23)cc1

entry no.,41,42,43,44,45,46,47,48
Sm TGR inh,-1%,0%,-2%,1%,5%,5%,-2%,1%
AmpC detergent,?,1%,11%,0%,1%,4%,4%,2%
Tb PYK inh,4%,-5%,3%,-6%,-7%,0%,-1%,1%
LmPK inh,·,·,·,-1%,·,·,5%,7%
HCMV antiviral,-14,-39,-13,?,-28,24,·,110
AmpC inh no detg,0%,-11%,·,40%,·,·,4%,·
AMA1-RON2 inh,-6%,3%,·,-1%,·,·,31%[activator],-4%
